High-throughput results as filed in PubChem.
TDP1 inh: TDP1 (human) enzyme inhibition. Q9NUW8. recombinant TDP1, AlphaScreen DNA substrate cleavage. Potency, µM (top dose mostly 130 µM), without a hit: at the top dose activity change, negative = inhibition, actives largely listed as inhibitors. 350,000 compounds, 0.28% hits; further: nearly all actives have a fitted effect of over 40% in size
Target sequence (Q9NUW8 whole entry, looked up): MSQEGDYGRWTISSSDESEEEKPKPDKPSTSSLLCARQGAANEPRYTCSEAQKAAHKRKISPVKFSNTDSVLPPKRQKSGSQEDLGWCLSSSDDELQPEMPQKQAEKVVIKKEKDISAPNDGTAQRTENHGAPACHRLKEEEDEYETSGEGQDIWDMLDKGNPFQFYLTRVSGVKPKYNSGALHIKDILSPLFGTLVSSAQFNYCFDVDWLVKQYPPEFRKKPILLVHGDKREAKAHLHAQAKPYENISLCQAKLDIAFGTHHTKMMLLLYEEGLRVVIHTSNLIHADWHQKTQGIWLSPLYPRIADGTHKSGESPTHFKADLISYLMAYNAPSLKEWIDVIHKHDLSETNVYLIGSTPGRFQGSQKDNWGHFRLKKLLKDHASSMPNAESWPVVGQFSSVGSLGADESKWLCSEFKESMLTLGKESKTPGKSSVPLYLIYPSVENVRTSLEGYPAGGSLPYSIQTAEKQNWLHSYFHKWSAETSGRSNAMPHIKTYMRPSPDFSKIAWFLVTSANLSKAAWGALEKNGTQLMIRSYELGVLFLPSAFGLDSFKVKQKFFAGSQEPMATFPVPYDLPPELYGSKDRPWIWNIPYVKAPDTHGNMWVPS
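Here, a 5' biotin and 3' phosphotyrosine-FITC DNA oligonucleotide reports Tdp1 activity: intact substrate bridges AlphaScreen beads, while cleavage leaves a 3' phosphate and drops signal. All incubations at room temperature.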
DT40 TDP1 CPT: DT40-hTDP1 cell growth loss with CPT. chicken DT40 Tdp1-/-;hTDP1 cells + 20 nM CPT, ATP luminescence, 48 h. Potency, µM (titrated, usually from 46.2 µM), without a hit: at the highest dose activity change, negative = growth inhibition, most hits filed as inhibitors. 420,000 compounds, 12% hits; further: nearly all actives have a fitted effect of over 55% in size
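Chicken DT40 Tdp1-/- cells complemented with human TDP1, 400 cells/well, exposed to compounds plus 20 nM camptothecin for at least 48 h at 37 C; viability read as ATP content by CellTiter-Glo luminescence.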
DT40 TDP1 no CPT: qHTS for Inhibitors of human tyrosyl-DNA phosphodiesterase 1 (TDP1): qHTS in cells in absence of CPT; DT40 Tdp1-/- hTDP1 cells, no CPT, ATP luminescence, 48 h; Potency, µM (top dose mostly 46.2 µM), for the others: at the top dose activity change, negative = growth inhibition, hits mostly inhibitors; 420,000 compounds, 15% hits; further: nearly all actives have a fitted effect of over 55% in size
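Luminescent ATP content (CellTiter-Glo) served as the growth readout. Knockout chicken DT40 cells expressing human TDP1 were exposed to compounds without camptothecin for a minimum 48 hr at 37 °C.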
Active calls of the source: *; u = inconclusive; x = not tested or not shown; [ ] = dose if it differs, or a comment. The call rests on the fitted dose curve; in most records, active means well fitted curve in the direction sought with a large enough effect; inconclusive means small, poorly fitted or top-dose-only effect, or another doubt; inactive means no such curve, though single readings can be large; an effect the other way counts as inactive or inconclusive. On the % scale 0 is the no-effect control and ±100 the full control effect; potency means the concentration at half of the fitted maximal effect. No enrichment for hits; any-hit rate near 18%.

Screens in order – TDP1 inh, DT40 TDP1 CPT, DT40 TDP1 no CPT
- CC(Oc1ccccc1)C(=O)N=C1SC2CS(=O)(=O)CC2N1c1ccc(F)cc1 (stereo not drawn)
    1%, 25%, 25%
- CC(C)Oc1ccc(C2CC(=O)N(c3cccc(/C=C/C(=O)O)c3)C2=O)cc1 (stereo not drawn)
    x, -2%, 5%
- CCCCC1CCC(C(=O)NCc2ccc3c(c2)OCO3)CC1 (stereo not drawn)
    3%, -22%, -16%
- Cc1ccc(F)c(S(=O)(=O)NC(=O)C2(C)CCN2C(=O)c2ccc(C(F)(F)F)nc2C)c1 (stereo not drawn)
    x, 0%, -27%
- CC(C)(SC(=S)N1CCCCCC1)C(=O)O
    3%, -11%, -13%
- Cc1ccc(OCCOC(=O)c2nc3nccc(C)n3n2)cc1
    -3%, u, u
- CN(Cc1nccs1)C(=O)C1CCC(=O)N(CCCc2ccccc2)C1 (stereo not drawn)
    x, -23%, 5%
- COc1cccc(CNC(=O)Nc2cccs2)c1
    10%, 7.3µM*, u
- N#Cc1cnn(-c2ccccc2)c1NC(=O)CN1CCOCC1
    7%, 1%, -1%
- COc1ccccc1NC(=O)CSc1nnc(C)n1CC1CCCO1 (stereo not drawn)
    8%, -10%, -5%
- O=C(NCCC1=CCCCC1)c1ccc2c(c1)N(Cc1cccc(Cl)c1)C(=O)c1ccccc1S2(=O)=O
    3%, u, u
- CN(CCO)c1c2c(nc3cc(-c4cccc(F)c4)nn13)CCCC2
    -9%, u, 21µM*
- CCn1c(=O)c(C(=O)CN2CCN(Cc3ccc4c(c3)OCO4)CC2)c(N)n(Cc2ccccc2)c1=O
    0%, u, u
- N#Cc1ccc(-c2cccs2)nc1SCc1cccnc1
    0%, 0.52µM*, 0.41µM*
- O=C(CCn1c2c(c3ccccc31)CCCC2)NNC(=O)c1ccccc1[N+](=O)[O-]
    4%, u, 7.3µM*
- CCOC(=O)C1=C[C@@H](C)N(S(=O)(=O)c2ccc(C)cc2)[C@H]1c1ccccc1
    x, u, u
- CC(C)(C)c1ccc(NC(=O)NC2CCCc3ccccc32)cc1 (stereo not drawn)
    9%, u, u
- CCCNC(=O)C1(C)CCN(Cc2ccc(-c3ccccc3)o2)C1 (stereo not drawn)
    x, 23µM*, u
- CCc1cccc(CC)c1NC(=O)c1cccc(N)c1
    1%, u, -16%
- COc1cc(C(=O)O/N=C2\C=CC(=O)C=C2C)cc(OC)c1OC
    0%, 12µM*, u
- CC1SCC(=O)N(CC(=O)Nc2ccc3c(c2)OCCO3)C1=O (stereo not drawn)
    -10%, 3%, 1%
- COC(=O)CNC(=O)c1c(-c2c(Cl)cccc2Cl)noc1C
    0%, -3%, -6%
- COc1oc(-c2ccccc2C)nc1C(F)(F)F
    2%, -17%, -19%
- CCN1C(=O)C(CC(=O)Nc2cc(C)ccc2C)SC1=Nc1ccc(S(N)(=O)=O)cc1 (stereo not drawn)
    5%, u, -23%
- CCOC(=O)C1=CCN(S(=O)(=O)c2ccccc2C)C1c1ccccc1 (stereo not drawn)
    x, 29µM*, 18µM*
- CCc1ccc(NC(=O)CSc2nccn2-c2cccc(C)c2C)cc1
    12%, 23µM*, 21µM*
- CC(=O)Nc1cccc(NC(=O)CSc2cn(CC(=O)N3CCCCCC3)c3ccccc23)c1
    0%, 18µM*, u
- O=C(NCc1ccccc1)c1ccc(N2CCC3(CC2)CC(c2ccc(Cl)cc2)=NO3)c([N+](=O)[O-])c1
    x, 6.5µM*, u
- Cc1ccc(NC(=O)CSc2ncn[nH]2)cc1
    0%, -4%, -2%
- CCN(Cc1ccncc1)C(=O)c1ccc(C)c(S(=O)(=O)N2CCCCC2)c1
    2%, u, u

Random excerpt: four records from the list
Screens in order – TDP1 inh, DT40 TDP1 CPT, DT40 TDP1 no CPT
- CC(C)(C)c1ccc(NC(=O)NC2CCCc3ccccc32)cc1 (stereo not drawn)
    9%, u, u
- COC(=O)CNC(=O)c1c(-c2c(Cl)cccc2Cl)noc1C
    0%, -3%, -6%
- CN(Cc1nccs1)C(=O)C1CCC(=O)N(CCCc2ccccc2)C1 (stereo not drawn)
    x, -23%, 5%
- CCc1ccc(NC(=O)CSc2nccn2-c2cccc(C)c2C)cc1
    12%, 23µM*, 21µM*

Some of these compounds in order of length of the SMILES, ascending.
Screens in order – TDP1 inh, DT40 TDP1 CPT, DT40 TDP1 no CPT
- Cc1ccc(NC(=O)CSc2ncn[nH]2)cc1
    0%, -4%, -2%
- CN(Cc1nccs1)C(=O)C1CCC(=O)N(CCCc2ccccc2)C1 (stereo not drawn)
    x, -23%, 5%
- O=C(CCn1c2c(c3ccccc31)CCCC2)NNC(=O)c1ccccc1[N+](=O)[O-]
    4%, u, 7.3µM*

Continued.
Screens in order – TDP1 inh, DT40 TDP1 CPT, DT40 TDP1 no CPT
- NC(=O)c1oc2ccccc2c1NC(=O)C1CCCCC1
    0%, -12%, u
- O=c1c2cc(F)ccc2sn1-c1ccccc1
    1%, 1.8µM*, 2.1µM*
- CC[C@H](CO)Oc1cc(NCc2cccc(N)c2)c2ncn(C(C)C)c2c1
    x, 26µM*, u
- CN(CC(=O)Nc1cccc(F)c1)C(=O)c1cc(-c2ccco2)nc2ccccc12
    x, u, u
- COc1ccc(C(=O)Nc2cccc(-c3nc4ncccc4o3)c2C)cc1OC
    7%, -29%, u
- O=C(C1COc2ccccc2O1)N1CCN(c2ccccc2)CC1 (stereo not drawn)
    -1%, -28%, -28%
- Cc1noc(C)c1COc1ncnc2ccccc12
    6%, 9%, 15%
- COc1ccc(NC(=O)N2CC3(CCN(C(=O)c4cnccn4)CC3)C2)cc1
    x, -17%, -22%
- CCOc1ccc(N2CC(c3nc4ccccc4n3Cc3cccc(Cl)c3)CC2=O)cc1 (stereo not drawn)
    -1%, u, 16µM*
- CC1=C(C(=O)NC2CCCCC2C)C2(CCC(C)CC2)OC1=O (stereo not drawn)
    -2%, -11%, -16%
- CCOc1ccc(S(=O)(=O)Nc2ccc3c(c2)n(C)c(=O)n3C)cc1
    1%[0.0935 µM], u, 7.3µM*
- CCOc1ccc(CNC(=O)c2ccc3c(c2)c(C)c(C)n3Cc2ccccc2)cc1OC
    11%, 12µM*, 15µM*
- O=C(CSc1nc2ccccc2s1)N/N=C/c1ccc(C(=O)O)cc1
    6%, -9%, u
- O=C(Nc1nnc(SCc2ccccc2)s1)c1cccc([N+](=O)[O-])c1
    6%, -3%, u
- CCOc1ccccc1CNCCOC
    -1%, 4%, 8%
- CCCCCNC(=O)c1ccc2c(c1)ncn2-c1cccc(C)c1
    3%, u, u
- CN(Cc1cn[nH]c1-c1ccc(-c2ccccc2)cc1)CC1CCOCC1
    x, u, u
- CC1CCCN(c2ccc(C(=O)NCc3ccc4c(c3)OCO4)cc2[N+](=O)[O-])C1 (stereo not drawn)
    3%, u, u
- O=C(CSc1ccc(-c2ccco2)nn1)N1CCCCC1
    x, -14%, -11%
- COc1ccccc1CNC(=O)CC(c1ccc(C)cc1)N1Cc2ccccc2C1=O (stereo not drawn)
    6%, u, u
- OC1CN=C2C=CC=CN2C1 (stereo not drawn)
    -6%, -4%, -1%
- CCOc1ccc(NC(=O)C2CCN(C(=O)NC3CCCCC3)CC2)cc1
    0%, u, -12%
- O=C(c1cccc(C(F)(F)F)c1)N1CCC2(CC1)NCCc1[nH]cnc12
    1%, 4%, 2%
- CCOC(=O)[C@]12CCC=C1N(Cc1ccc3c(c1)OCO3)C(=O)[C@H](CC(=O)N1CCN(C(=O)c3ccco3)CC1)C2
    x, u, -13%
- CCc1ccc(CN(C)CC(=O)Nc2ccc(S(=O)(=O)N3CCOCC3)cc2)cc1
    2%, u, u
- Cc1ccc(NS(=O)(=O)c2c(C(=O)N3CCC(C)CC3)c(C)n(C)c2C)cc1Cl
    9%, u, u
- COc1ccc(C2CC(=O)c3cc(-c4nc(-c5cccc([N+](=O)[O-])c5)cs4)c(=O)n(-c4ccccc4N)c3C2)cc1 (stereo not drawn)
    0%, -14%, -15%
- CCNC(=O)c1cc2c(c(-c3cccc(-c4cncnc4)c3)n1)[C@@H](CCO)N(C(C)=O)C2
    x, -12%, -5%
- CCc1ccc(NC(=O)C2CCC(CNS(=O)(=O)c3ccc4c(c3)CC(C)N4C(C)=O)CC2)cc1 (stereo not drawn)
    -8%, 21µM*, 7.3µM*
- CCOC(=O)c1cccc(Nc2c3c(nc4ccccc24)CCC3)c1
    5%, u, 13µM*

Filtered by structure, those above containing a Cl atom (5)
Screens in order – TDP1 inh, DT40 TDP1 CPT, DT40 TDP1 no CPT
- O=C(NCCC1=CCCCC1)c1ccc2c(c1)N(Cc1cccc(Cl)c1)C(=O)c1ccccc1S2(=O)=O
    3%, u, u
- COC(=O)CNC(=O)c1c(-c2c(Cl)cccc2Cl)noc1C
    0%, -3%, -6%
- O=C(NCc1ccccc1)c1ccc(N2CCC3(CC2)CC(c2ccc(Cl)cc2)=NO3)c([N+](=O)[O-])c1
    x, 6.5µM*, u
- CCOc1ccc(N2CC(c3nc4ccccc4n3Cc3cccc(Cl)c3)CC2=O)cc1 (stereo not drawn)
    -1%, u, 16µM*
- Cc1ccc(NS(=O)(=O)c2c(C(=O)N3CCC(C)CC3)c(C)n(C)c2C)cc1Cl
    9%, u, u

Next entries follow:
Screens in order – TDP1 inh, DT40 TDP1 CPT, DT40 TDP1 no CPT
- Cc1cc(Cl)ccc1NC(=O)C1CCCN1S(=O)(=O)c1ccc2c(c1)CCCC(=O)N2 (stereo not drawn)
    0%, 15µM*, 8.2µM*
- CCCCCNC(=O)C(c1ccc(OC)cc1)n1c(=O)c(-c2ccccc2)nc2ccccc21 (stereo not drawn)
    x, 23µM*, 21µM*
- O=C(c1ccc(NS(=O)(=O)c2ccc(Cl)cc2)cc1)N1CCOCC1
    x, -18%, -9%
- CSc1ccc(/C=C(/NC(=O)c2ccc(C)cc2)C(=O)Nc2cccc(C)c2)cc1
    -5%, 7.3µM*, 7.3µM*
- CCOC(=O)C1(CC2CCCCO2)CCN(Cc2nccn2-c2cccc(C)c2)CC1 (stereo not drawn)
    5%, u, u
- CC(C)n1c2ccccc2c2nnc(SCC(=O)Nc3ccccc3C(=O)O)nc21
    -1%, u, u
- CCOC(=O)c1[nH]c2ccc(OC)cc2c1NC(=O)CN1CCSCC1
    1%, -5%, -27%
- COc1ccccc1NC(=O)CCn1nc(-c2ccccc2)c2ccccc2c1=O
    3%, u, u
- O=C(NCCCN1CCCC1)c1ccc2c(c1)N(Cc1cccc(Cl)c1)C(=O)c1ccccc1S2(=O)=O
    x, u, u
- Cc1ccc(C(=O)CSc2nnc(COc3ccccc3)o2)cc1
    -3%, 0%, -27%
- Cc1nnc(NC(=O)C2CC(=O)N(c3ccccc3)C2)s1 (stereo not drawn)
    11%, -7%, -1%
- O=C(CSc1ccc(Cl)cc1)Nc1nnc(-c2cccc([N+](=O)[O-])c2)s1
    1%, u, u
- CCOc1ccccc1NC(=O)NS(=O)(=O)c1ccc(C)cc1
    -1%, 13%, -23%
- COc1ccccc1CNC(=O)COc1ccc(C)nc1[N+](=O)[O-]
    -5%, -23%, 1%
- CN1CC=C2C(C#N)=C(N)C(C#N)(C#N)C(Cc3ccccc3)C2C1 (stereo not drawn)
    6%, -27%, u
- CCCNC(=O)C1(C)CCCN(Cc2ccc(-c3ccccc3)o2)C1 (stereo not drawn)
    x, 23µM*, 21µM*
- NC(=O)c1ccc(NC(=O)CCCNC(=O)c2ccc(Cl)cc2)cc1
    x, 1%, 0%
- Cc1ccc2[nH]c(=O)c(COC(=O)c3cccs3)cc2c1
    3%, 8%, -4%
- O=C(c1ccc(F)cc1)N1CCCC(C(=O)N2CCN(c3ccccc3)CC2)C1 (stereo not drawn)
    4%, -15%, u
- O=S(=O)(Nc1ccc2c3c(cccc13)CC2)c1ccc(F)cc1
    5%, u, u
- N#CC1(NC(=O)CSc2n[nH]c(-c3ccccc3)n2)CCCCC1
    0%, -4%, -4%
- O=S(=O)(NCc1ccc(Cl)cc1)c1cccc2cccnc12
    x, -10%, -22%
- CCCSc1ccc([C@@H]2[C@H]3C(=O)N(C)C(=O)[C@H]3[C@]3(C(=O)OC)CCCN23)cc1OC
    0%, -3%, -15%
- CNC(=O)c1nnn(Cc2ccccc2)c1NC(C)=O
    7%, -2%, -13%
- O=C(NCCCl)Nc1cc([N+](=O)[O-])ccc1Cl
    -3%, 8%, u
- NC(=O)c1ccccc1NC(=O)CSc1nc2c(c(=O)[nH]1)CCCC2
    9%, u, u
- COc1cc(OC)nc(C(NC(=O)C2CCN(Cc3ccc(N(C)C)cc3)CC2)c2ccc(F)cc2)n1 (stereo not drawn)
    x, u, u
